SENP8 block – inhibitors of human SENP8 protease; Q96LD8; recombinant SENP8, Nedd8 substrate fluorescence; inhibition, % at 20 µM; 360,000 compounds, 0.64% hits; AID 602440; in the data active = inhibition mostly above about 40%, no sharp cut-off; inactive = mostly below about 27%
Target sequence (Q96LD8 whole entry, looked up): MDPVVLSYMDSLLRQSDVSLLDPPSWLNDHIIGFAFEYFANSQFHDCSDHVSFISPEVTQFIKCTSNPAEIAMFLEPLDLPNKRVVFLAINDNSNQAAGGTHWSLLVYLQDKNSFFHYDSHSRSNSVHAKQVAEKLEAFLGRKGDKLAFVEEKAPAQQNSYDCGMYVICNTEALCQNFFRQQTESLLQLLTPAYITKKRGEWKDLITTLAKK
SENP1 inh – inhibitors of human SENP1 SUMO protease catalytic domain. Q9P0U3. recombinant SENP1 catalytic domain, CyPet-SUMO1-YPet FRET cleavage. inhibition, % at 10 µM. 360,000 compounds, 0.21% hits. AID 624204;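 active = inhibition at least 30% at 10 µM, raw YFP signal under a set limit, fluorescence ratio 0.5 to 1.5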;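 also: 0% = enzyme with DMSO and 100% = no enzyme wells; some results filed as inactive read as strong as hits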
Target sequence (Q9P0U3 419-644 limits assumed): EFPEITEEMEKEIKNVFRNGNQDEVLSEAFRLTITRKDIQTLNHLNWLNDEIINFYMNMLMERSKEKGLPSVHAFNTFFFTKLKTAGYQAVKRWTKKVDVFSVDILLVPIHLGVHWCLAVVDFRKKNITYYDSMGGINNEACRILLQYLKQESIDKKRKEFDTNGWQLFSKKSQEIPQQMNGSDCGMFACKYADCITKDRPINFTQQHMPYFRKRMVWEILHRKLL
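Material – human SENP1 catalytic domain · Input – SENP1 enzyme, 20 pM final · Compound dosing – single concentration of 10 µM compound, 0.5% DMSO final · Timing – enzyme reaction for 50 min at room temperature, dark · Measured by – FRET fluorescence in CFP and YFP emission channels · Control set – no-enzyme wells low, DMSO-plus-enzyme wells high control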
* = called active by the depositor; i = inactive. These rows are one share of the data (hit frequency here may not be typical).

Values run as follows: SENP8 block | SENP1 inh
CCC(C)(O)c1cnc(CC(C)C)c(=O)n1O (stereo not drawn)
    6 | -2
CC(C)c1cc(Cn2c3ccccc3c(=O)n2C(C)Cn2cc(C3=CCCCC3)nn2)on1 (stereo not drawn)
    -448 | -1
OC[C@@H]1CN(Cc2ccc3c(c2)OCO3)C[C@H](n2cnc3c(N4CCCC4)ncnc32)O1
    10 | 2
COC(=O)[C@@]12C[C@@H](CC(=O)NCCc3ccccc3OC)C(=O)N(Cc3cccc4ccccc34)C1=CCC(C)(C)C2
    11 | 1
CCNC(=O)C1CCCN(C(=O)c2ccc(C)c(F)c2)CC1 (stereo not drawn)
    16 | 3
COc1cc(Cn2c3ccc(NC(=S)NCc4ccc(C)cc4)cc3c(=O)n2C)ccc1F
    i | -3
COc1ccc(-c2oc3c4c2C(=O)OCCOC4CCC3)cc1 (stereo not drawn)
    -398 | 0
COc1ccc(CN2C(=O)CSCC2(C)C(=O)NCc2ccccc2)cc1OC (stereo not drawn)
    27 | -1
CC(C)(C)c1ccc(CC(=O)N2CCC2(C)C(=O)NS(=O)(=O)Cc2ccccc2)cc1 (stereo not drawn)
    7 | 0
Cn1cc(-c2ccc(C(=O)NCc3cccc(Cl)c3)c3occc23)cn1
    -185 | 0
CC1(C(=O)NS(=O)(=O)c2ccc(C#N)cc2)CCN1C(=O)CC1CCCCC1 (stereo not drawn)
    -160 | 0
CC(=O)c1cccc(NC(=O)c2cccc3c(-c4cccnc4)coc23)c1
    11 | 2
CNc1nc(NCc2ccc(N(C)C)cc2)c2sccc2n1
    -2 | 1
CC1(C(=O)Nc2ccc3c(c2)OCCO3)CSCC(=O)N1CCCN1CCOCC1 (stereo not drawn)
    7 | 2
Cc1cccc(N2CCN(C(=O)c3[nH]c(C(F)(F)F)nc3-c3ccccc3)CC2)c1C
    7 | 1
CC(C)(C)C(=O)c1c(N)[nH]c(C(=O)c2ccccc2)c1-c1ccc(Cl)cc1Cl
    8 | -3
COc1ccc(-c2cc3nc(NCCCN(C)C)n(C)c(=O)c3s2)c(C)c1
    -57 | 5
Cc1cccc(C)c1NC(=O)C(C)n1c(-c2ccc(=O)[nH]c2)nc2ccccc21 (stereo not drawn)
    -31 | 40*
CCNC(=O)C1(C)CCN(C(=O)c2cc(OC)c(OC)c(OC)c2)C1 (stereo not drawn)
    28 | 0
CC1(C(=O)NS(=O)(=O)c2cccc(C#N)c2)CCN1C(=O)Cc1ccccc1 (stereo not drawn)
    13 | 0
CC1=C(C(=O)N(C(C)C)C(C)C)CC(CC(=O)NCc2ccco2)C(=O)N1CCC1=CCCCC1 (stereo not drawn)
    13 | -2
Cc1ccccc1CC(=O)Nc1ccc2c(c1)c(=O)n(C)n2-c1cccs1
    -114 | 1
O=S1(=O)CC(N2CCN(c3ccccn3)CC2)CN1Cc1ccccc1 (stereo not drawn)
    15 | 2
CCc1nc2c(OCc3ccc4c(c3)OCO4)cccn2c1N(C=O)Cc1ccc(OC)cc1
    -2 | -9
CC1(C(=O)NCc2ccc3c(c2)OCO3)CCN1C(=O)C1(c2ccc(Cl)cc2)CC1 (stereo not drawn)
    6 | 0
Cc1cc(S(=O)(=O)NC(=O)[C@H]2O[C@@H](n3cnc4c(N)ncnc43)[C@H](O)[C@@H]2O)ccc1Br
    14 | 1
COc1cccc(-c2cnc3c(NC(C)=O)cc(-c4ccc(S(C)(=O)=O)cc4)cn23)c1
    -304 | -9
CCOC(=O)[C@]12CCC=C1N(Cc1ccc(Cl)cc1Cl)C(=O)[C@H](CC(=O)NCC13CC4CC(CC(C4)C1)C3)C2
    13 | 1
COc1ccc(C(O)c2nc(-c3ccc(OC)c(OC)c3)cs2)cc1 (stereo not drawn)
    17 | 2
Cn1cc(-c2csc(C(O)(c3ccccc3)C(F)(F)F)n2)cn1 (stereo not drawn)
    6 | -5
CC1(C(=O)NS(=O)(=O)c2ccccc2C(F)(F)F)CCN1C(=O)c1cccc(F)c1 (stereo not drawn)
    14 | 1
CC1(C(=O)NS(=O)(=O)c2ccccc2Cl)CCN1C(=O)COc1ccc(Cl)cc1 (stereo not drawn)
    4 | 1
CCOc1ccc(-c2cc(C(=O)NCc3ccc(F)cc3)[nH]n2)c(C)c1
    18 | 1
COc1ccc(-c2cc(NC=O)c3ncc(-c4ccc(C(C)=O)cc4)n3c2)cc1OC
    i | -7
CCCS(=O)(=O)NC(=O)C1(C)CCCN(C(=O)c2cc(C)nn2C(C)(C)C)C1 (stereo not drawn)
    6 | 3
CC(C)NC(=O)C1(C)CSCC(=O)N1C1CC1 (stereo not drawn)
    14 | 3
CN(Cc1ccccc1F)c1cc2c(c3c1ccn3C)C1CCC2C1 (stereo not drawn)
    3 | 0
CCC(=O)N1CCCC1(C)C(=O)Nc1ccc2scnc2c1 (stereo not drawn)
    4 | 2
Cn1c(NCCOc2ccccc2Cl)nc2cc(-c3ccc(F)cc3)sc2c1=O
    -88 | -1
COc1ccc(OCCN2CCC(C(=O)NC(c3ccc(Cl)cc3)c3ncccc3C)CC2)cc1 (stereo not drawn)
    16 | 1

By substructure, the entries above with a furan ring, fused or not.
Values run as follows: SENP8 block | SENP1 inh
COc1ccc(-c2oc3c4c2C(=O)OCCOC4CCC3)cc1 (stereo not drawn)
    -398 | 0
Cn1cc(-c2ccc(C(=O)NCc3cccc(Cl)c3)c3occc23)cn1
    -185 | 0
CC(=O)c1cccc(NC(=O)c2cccc3c(-c4cccnc4)coc23)c1
    11 | 2
CC1=C(C(=O)N(C(C)C)C(C)C)CC(CC(=O)NCc2ccco2)C(=O)N1CCC1=CCCCC1 (stereo not drawn)
    13 | -2

Continued.
Values run as follows: SENP8 block | SENP1 inh
CC(C)CC(N)c1csc(NC(=O)NCCc2ccccc2)n1 (stereo not drawn)
    30 | 0
COc1ccc(NC(=O)c2cc(C3CCCCN3C(=O)c3ccccc3)on2)c(C)c1 (stereo not drawn)
    23 | 0
CC(C)c1ccc(C(=O)N2CCCCC2c2cc(C(=O)NCc3cccnc3)no2)cc1 (stereo not drawn)
    5 | 0
COc1ccc(-c2ccc(C(=O)NCCc3ccccc3)c3occc23)c(C)c1
    -219 | 1
Brc1ccc(-c2nc3ccc(Br)cn3c2Cc2ccccc2)cc1
    -29 | -3
O=C1CCSC2=C1SCc1sccc12
    32 | 6
COc1ccc(-c2nc3ccc(Cl)cn3c2CC(C)(C)C)cc1OC
    4 | 0
Cc1cccc(C(O)c2ncc(-c3ccc4ccccc4c3)[nH]2)c1C (stereo not drawn)
    -233 | 0
COc1ccc(-c2nc3c(Cl)cc(C(F)(F)F)cn3c2Cc2ccc(C)cc2)cc1OC
    -373 | -6
CCOC(=O)C1(C)CCCCN1C(=O)c1ccc(F)c(C)c1 (stereo not drawn)
    14 | 1
CC(C)CC(c1nc2ccccc2[nH]1)n1c(-c2ccccc2Br)nc2ccccc21 (stereo not drawn)
    19 | 1
Cn1nc(C(C)(C)C)cc1C(=O)N1CCCCC1c1cc(C(=O)NCc2cccnc2)no1 (stereo not drawn)
    16 | -3
CS(=O)(=O)Nc1cccc(NC(=O)C2Cc3c(-c4ccccc4)ccnc3O2)c1 (stereo not drawn)
    -7 | -1
Cc1ccccc1CN1CCN(C(=O)[C@H]2O[C@@H](n3ccc(=O)[nH]c3=O)[C@H](O)[C@@H]2O)CC1
    14 | 1
Nc1sc(-c2ccccc2)cc1C(=O)NCCc1ccc(Cl)cc1
    -112 | 0
CC(=O)Nc1cccc(-c2ccnc3c2CC(C)(C(=O)Nc2cccc(OC(F)(F)F)c2)O3)c1 (stereo not drawn)
    8 | -1
OC(c1ccccc1)c1nc(-c2ccc(F)c(Cl)c2)cs1 (stereo not drawn)
    20 | -1
CCOC(=O)C1=C[C@@H](c2ccccc2)N(S(=O)(=O)c2ccc(C)cc2)[C@H]1c1ccc(OC)cc1
    6 | -1
COc1cccc(CNc2nc3cc(-c4ccsc4)sc3c(=O)n2C)c1OC
    -47 | 2
CC1(c2nnnn2Cc2ccccc2)CCC(=O)N1Cc1ccc(F)cc1 (stereo not drawn)
    13 | 2
COC(=O)[C@@]12C[C@@H](CC(=O)NCCCN3CCCC3=O)C(=O)N(Cc3ccccc3)C1=CCC(C)(C)C2
    10 | 2
COCCN1C(=O)CCC1(C)C(=O)NC(C)(C)C (stereo not drawn)
    8 | 5
COCCNC(=O)C1(C)CCCN(Cc2cc3ccccc3o2)C1 (stereo not drawn)
    3 | 2
CCCCCCCCN1C(=O)[C@H](CC(=O)NCCCC)C[C@@]2(C(=O)OC)CC(C)(C)CC=C12
    11 | 3
COc1ccc(S(=O)(=O)N2CCCCC2c2cc(C(=O)Nc3ccc(F)c(Cl)c3)no2)cc1 (stereo not drawn)
    13 | -1
Cc1ccc(S(=O)(=O)N2C3CCCCC3O[C@H]2CC(=O)Oc2ccccc2)cc1 (stereo partly drawn)
    18 | 0
C=C(C)Cn1c2ccc(NC(=O)NCCc3ccccc3)cc2c(=O)n1C
    i | 0
CCOC(=O)C(=Cc1ccc(N(C)C)cc1)C(=O)c1ccccc1
    -8 | 20
CC(C)NC(=O)C1(C)CCN1C(=O)Cc1ccc(-c2ccccc2)cc1 (stereo not drawn)
    17 | 8
COc1cccc(CN2CCC2(C)C(=O)Nc2ccc(Cl)c(Cl)c2)c1F (stereo not drawn)
    5 | -2

Ordered by value in SENP1 inh (lowest first): some entries from above.
SMILES	SENP1 inh
COc1ccc(S(=O)(=O)N2CCCCC2c2cc(C(=O)Nc3ccc(F)c(Cl)c3)no2)cc1 (stereo not drawn)	-1
COC(=O)[C@@]12C[C@@H](CC(=O)NCCCN3CCCC3=O)C(=O)N(Cc3ccccc3)C1=CCC(C)(C)C2	2
CCCCCCCCN1C(=O)[C@H](CC(=O)NCCCC)C[C@@]2(C(=O)OC)CC(C)(C)CC=C12	3
COCCN1C(=O)CCC1(C)C(=O)NC(C)(C)C (stereo not drawn)	5
CCOC(=O)C(=Cc1ccc(N(C)C)cc1)C(=O)c1ccccc1	20

Other compounds:
Values run as follows: SENP8 block | SENP1 inh
COc1ccccc1Cc1c(-c2ccc(OC)c(OC)c2)nc2ccc(C)cn12
    -374 | 0
CC(C)C(N)c1csc(Nc2ccc(S(C)(=O)=O)cc2)n1 (stereo not drawn)
    -31 | 1
COCCNC(=O)C1CCCN(C(=O)c2cccnc2Oc2ccccc2)CC1 (stereo not drawn)
    15 | 3
CC(C)C[C@H]1CN(CCCC[C@H]2CNC(=O)C(=O)N2CCC2CCCCC2)C(=O)C(=O)N1CCc1ccccc1
    8 | 2
O=C(Nc1cccc(C(F)(F)F)c1)C1Cc2c(-c3ccc(Cl)cc3)ccnc2O1 (stereo not drawn)
    13 | -1
CN1CCN(c2ncnc3c2ncn3[C@H]2CN(Cc3ccncc3)C[C@@H](CO)O2)CC1
    15 | 1
NC(c1ccccc1)c1csc(NC(=O)NCC2CCCCC2)n1 (stereo not drawn)
    17 | 2
O=C(Nc1ccc(F)cc1)N[C@@H]1CC[C@@H](CCn2cc(-c3ccc(F)cc3)nn2)O[C@@H]1CO
    13 | 1
Cc1ccccc1C(=O)N(C)[C@H]1C[C@H]2c3[nH]c4ccccc4c3CCN2C[C@H]1[C@H](C)O
    -347 | -36
COc1ccc(C(C(=O)NCc2ccccc2)n2c(=O)c(-c3cc4ccccc4[nH]3)nc3ccccc32)cc1 (stereo not drawn)
    -404 | -20
O=C(NCc1ccccc1)c1cc(C2CCCN(C(=O)c3ccccc3)C2)on1 (stereo not drawn)
    8 | 1
COc1ccc(C(C)=O)cc1CN1C(=O)C(C)ON=C1c1ncccc1C (stereo not drawn)
    1 | -4
CCCCCCCCN1C(=O)[C@H](CC(=O)NCc2ccccc2)C[C@@]2(C(=O)OC)CC(C)(C)CC=C12
    18 | 4
Cn1ccc2c(N3CCCC3)cc3c(c21)C1CCC3C1 (stereo not drawn)
    15 | 13
O=c1[nH][nH]c2c1[C@H](c1ccc(Cl)cc1)O[C@H](C1CCCCC1)C2
    7 | 4
CC(=O)Nc1ccc(CN2C(=O)C(C)(C)ON=C2c2ccc(NC(C)=O)cc2)cc1
    6 | -2
CN(C)Cc1csc(Nc2ccc(C(F)(F)F)cn2)n1
    -60 | -3
Cc1cc(C)nc(Nc2nc(C(N)c3ccccc3)cs2)n1 (stereo not drawn)
    13 | 0
COc1ccc(NC(=O)C2(C)CCN2Cc2ccc(OC(C)C)cc2)cc1OC (stereo not drawn)
    23 | 2
Nc1[nH]c(C(=O)c2ccccc2)c(-c2ccncc2)c1C(=O)NCc1ccc(Cl)cc1
    6 | -2
CC(C)(C(=O)N1CCC1(C)C(=O)NS(=O)(=O)c1cccc(F)c1)c1ccccc1 (stereo not drawn)
    18 | 3
COc1ccc(NC(=O)c2cc(-c3ccc(F)cc3OC(C)C)n[nH]2)cn1
    5 | 0
CN(C)C1CN(Cc2cn(Cc3ccc(C(F)(F)F)cc3)nn2)S(=O)(=O)C1 (stereo not drawn)
    16 | 2
O=C(NCc1ccccc1)c1cc(C2CCCCN2C(=O)OCCF)on1 (stereo not drawn)
    1 | 0
Cc1nc2c(OCc3ccccc3)cccn2c1N(C)C(=O)C1CCCCC1
    15 | -1
CCc1nc2ccc(C(=O)NCCC(C)C)cn2c1N(CC)CCN(C)C
    -24 | -53
CCOc1ccc(-c2cc(C(=O)NC3CCCCC3)[nH]n2)c(C)c1
    14 | -1
COC(=O)CC1CC2(C(=O)OC)c3[nH]c4ccccc4c3CCN2C1=O (stereo not drawn)
    8 | 0
CSCCC(c1nc2ccccc2[nH]1)n1c(-c2ccc(C)cc2)nc2ccccc21 (stereo not drawn)
    0 | 3
CCN(CC)c1c(C)nc2ccc(C(=O)NCc3ccc4c(c3)OCO4)cn12
    2 | -1

Complete entries, looked up by structure. Order of values: SENP8 block | SENP1 inh
Listed for Cc1ccccc1C(=O)N(C)[C@H]1C[C@H]2c3[nH]c4ccccc4c3CCN2C[C@H]1[C@H](C)O → -347 | -36
Listed for Nc1sc(-c2ccccc2)cc1C(=O)NCCc1ccc(Cl)cc1 → -112 | 0

Assay outcomes: PubChem BioAssay, Sanford-Burnham Center for Chemical Genomics
